# Source: PubChem BioAssay
# D2 potentiator – HTS Assay for Positive Allosteric Modulators of the Human D2 Dopamine Receptor: Primary Screen for Potentiators | D(2) dopamine receptor (Homo sapiens), P14416 | HEK293 T-REx D2, calcium flux, EC20 dopamine potentiation | potentiation, % at 10 µM | 340,000 compounds, 0.34% hits;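 active means potentiation over 3 SD above the plate norm, cut at about 30% in these data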; further: 0% is about no effect
#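 Tetracycline-induced HEK293 T-REx cells force-coupled to calcium signalling expressed D2; compounds were pin-added after a 10 s baseline, read kinetically 180 s, then an EC20 dopamine challenge followed with a further 180 s calcium read.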
# RXFP1 agonist – qHTS Assay for Agonists of the Relaxin Receptor RXFP1 | HEK293T-RXFP1 cAMP TR-FRET, 30 min; response scale: percent of porcine relaxin response, buffer zero | Relaxin receptor 1 (Homo sapiens), Q9HBX9 | 370,000 compounds, 0.3% hits | Potency, µM (doses to about 57.5 µM), without a hit: at the top dose activation, actives largely listed as activators; further: potency means the concentration at half of the fitted maximal effect; on the % scale 0 is the no-effect control and ±100 the full control effect; nearly all actives have a fitted effect of over 60% in size; many of its hits are not listed in these tables
# Target sequence (Q9HBX9 whole entry, looked up): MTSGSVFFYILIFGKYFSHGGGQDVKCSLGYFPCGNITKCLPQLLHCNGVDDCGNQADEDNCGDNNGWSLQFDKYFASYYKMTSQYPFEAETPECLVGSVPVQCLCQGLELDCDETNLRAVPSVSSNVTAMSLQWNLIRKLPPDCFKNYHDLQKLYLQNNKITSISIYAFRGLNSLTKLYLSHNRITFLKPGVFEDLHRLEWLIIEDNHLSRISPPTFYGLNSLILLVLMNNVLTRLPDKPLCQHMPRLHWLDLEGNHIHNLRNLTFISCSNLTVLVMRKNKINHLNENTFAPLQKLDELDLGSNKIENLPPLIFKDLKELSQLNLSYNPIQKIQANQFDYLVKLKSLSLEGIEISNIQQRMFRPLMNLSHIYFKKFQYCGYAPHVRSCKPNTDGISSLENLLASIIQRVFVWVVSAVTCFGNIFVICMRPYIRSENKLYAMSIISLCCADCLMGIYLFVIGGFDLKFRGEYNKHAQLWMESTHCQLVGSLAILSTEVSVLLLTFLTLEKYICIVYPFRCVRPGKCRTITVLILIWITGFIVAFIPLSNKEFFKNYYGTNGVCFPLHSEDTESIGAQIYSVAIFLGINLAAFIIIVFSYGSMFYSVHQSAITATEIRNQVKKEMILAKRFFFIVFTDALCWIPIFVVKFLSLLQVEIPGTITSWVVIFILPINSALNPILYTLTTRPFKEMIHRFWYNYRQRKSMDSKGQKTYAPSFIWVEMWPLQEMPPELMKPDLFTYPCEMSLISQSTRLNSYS
#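 cAMP rise read by TR-FRET after 30 min, 37C compound exposure (up to 58 uM) in RXFP1-transfected HEK293 cells with Ro 20174 present. EC50 from Hill-equation fits, with 29 nM porcine relaxin as 100% and buffer as basal.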
# D1 PAM – Potentiators of Human D1 Dopamine Receptor: qHTS. D(1A) dopamine receptor (Homo sapiens), P21728. HEK293 TREx D1 cells, calcium flux, dopamine EC20 potentiation. potentiation, % at 10 µM. 360,000 compounds, 0.036% hits. AID 504651, 2011; in the data active means potentiation above about 30%; further: 0% is about no effect
# D1 agonist – Allosteric Agonists of the Human D1 Dopamine Receptor: qHTS | AID 504660, 2011 | D(1A) dopamine receptor (Homo sapiens), P21728 | HEK293 T-REx D1 cells, calcium flux, agonist mode | activation, % at 2 µM | 360,000 compounds, 1% hits; in the data active means activation above about 30%; further: 0% is about no effect
#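 Tetracycline-induced HEK293 TREx D1 cells, force-coupled to calcium signalling, were dye-loaded with a no-wash calcium kit. Compound was pin-added after a 10 s baseline. Fluorescence was read kinetically at 1 cycle/s for 180 s, with calcium rises flagged as agonism.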
# GRP78 ERSR act – qHTS for Inducers of the Endoplasmic Reticulum Stress Response (ERSR) in Human Glioma: qHTS. AID 602332, 2012. U87-MG GRP78 promoter luciferase reporter, 16 h. Potency, µM, inactives show at the top dose activation, usual class: activators. 420,000 compounds, 0.02% hits; further: potency means the concentration at half of the fitted maximal effect; series mostly up to about 76 µM; % of control where 0% means no effect; nearly all actives have a fitted effect of over 35% in size
#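 ERSR induction read as luciferase luminescence (Bright-Glo, 10 min at room temperature) in stably transfected human U87-MG glioma cells exposed to compounds for 16 h, using GRP78 as sensor.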
# LDHA block – qHTS assay for inhibitors of human lactate dehydrogenase | 480,000 compounds, 0.15% hits | activity change, % (values are at about 110 or 230 µM) | AID 1347041, 2019 | purified LDHA, NADH/diaphorase-resazurin fluorescence; stronger effect = lower value; in the data active means activity change below about -30%; inconclusive means mostly about -25% to -30%;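 further: plate controls were DMSO wells for no effect and wells without enzyme for full effect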
#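 Human LDH5 at 2 nM final in Tris HCl pH 7.4 with 0.06 mM NADH and 0.2 mM pyruvate, reacted 5 minutes at room temperature. Remaining NADH coupled via diaphorase/resazurin; resorufin fluorescence read at 0 and 20 minutes, normalized to enzyme-free and DMSO wells.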
# Vif-A3F inh – qHTS for Inhibitors of Vif-A3F Interactions: qHTS; 390,000 compounds, 0.2% hits; Potency, µM (top dose mostly 46.1 µM), for the others: top-dose activity, negative = active; HeLa A3F-eYFP + Vif (tagged APOBEC3F with the HIV-1 protein that degrades it), YFP fluorescence increase; further: potency means the concentration at half of the fitted maximal effect; % of control where 0% means no effect; nearly all actives have a fitted effect of over 65% in size
#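 HeLa cells stably expressing Vif plus C-terminally eYFP-tagged A3F were seeded, incubated overnight at 37 deg C, dosed with compound, incubated overnight again at 37 deg C. Yellow fluorescence (Ex 488/Em 500-530) reported blocked Vif-mediated A3F-eYFP degradation.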
# Vif-A3G inh – qHTS for Inhibitors of Vif-A3G Interactions: qHTS. Potency, µM (highest dose often 46.1 µM), for inactives: at the highest dose activity, negative = active, actives largely listed as inhibitors. 410,000 compounds, 0.076% hits. DNA dC->dU-editing enzyme APOBEC-3G (Homo sapiens), Q9HC16. HeLa A3G-eYFP + Vif (tagged APOBEC3G with the HIV-1 protein that degrades it), YFP fluorescence, overnight;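 further: potency means the concentration at half of the fitted maximal effect; on the % scale 0 is the no-effect control and ±100 the full control effect; nearly all actives have a fitted effect of over 60% in size; hits raise eYFP signal because A3G escapes Vif-driven loss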
# Target sequence (Q9HC16 whole entry, looked up): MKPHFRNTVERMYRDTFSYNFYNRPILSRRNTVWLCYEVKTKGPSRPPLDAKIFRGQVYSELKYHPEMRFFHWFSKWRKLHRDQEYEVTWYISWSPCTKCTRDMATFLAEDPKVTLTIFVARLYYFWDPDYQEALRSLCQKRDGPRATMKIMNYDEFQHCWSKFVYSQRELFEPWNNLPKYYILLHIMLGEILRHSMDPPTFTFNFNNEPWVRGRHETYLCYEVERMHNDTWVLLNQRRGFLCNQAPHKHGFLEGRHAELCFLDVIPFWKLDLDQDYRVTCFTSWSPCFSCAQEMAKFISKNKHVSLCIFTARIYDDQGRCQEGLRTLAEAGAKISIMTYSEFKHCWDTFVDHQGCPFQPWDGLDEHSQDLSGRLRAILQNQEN
#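 HeLa cells stably expressing Vif and C-terminally eYFP-tagged A3G, seeded overnight at 37 deg C, then exposed to compound by pintool overnight at 37 deg C. Rise in yellow fluorescence (Ex 488/Em 500-530, Acumen) marks blocked Vif-driven A3G degradation.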
# D1 antag – Antagonist of Human D 1 Dopamine Receptor: qHTS. HEK293 TREx D1 cells, calcium flux, dopamine EC80; stronger effect = lower value. activity change, negative = inhibition, % at 10 µM. 360,000 compounds, 3.2% hits. D(1A) dopamine receptor (Homo sapiens), P21728. AID 504652, 2011; in the data active means activity change below about -30%; further: on the % scale 0 is the no-effect control and ±100 the full control effect
#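 Inducible Hek293 Trex D1 cells (tetracycline, overnight, 30 C). Calcium dye 30–90 min RT. Antagonist mode: EC80 dopamine added after 180 s compound read.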
# Numbers without * were called inactive; ? = inconclusive; . = no result given. Unless noted, the call rests on the fitted dose curve; in most records, active means well fitted curve in the direction sought with a large enough effect; inconclusive means small, poorly fitted or top-dose-only effect, or another doubt; inactive means no such curve, though single readings can be large; an effect the other way counts as inactive or inconclusive. A portion of the library. The share of hits here may be higher or lower than overall.
SMILES,D2 potentiator,RXFP1 agonist,D1 PAM,D1 agonist,GRP78 ERSR act,LDHA block,Vif-A3F inh,Vif-A3G inh,D1 antag
CC(/C=N\NC(=O)Cn1c(C)nc2ccccc21)=C\c1ccccc1,-5.6,-3.3%,2.2,10.6,-6.8%,1.1,4.9%,-10.3%,-15.4
Cc1cccn2c(Nc3ccccc3)c(-c3ccc(N4CCOCC4)cc3)nc12,10.8,19.5%,-1.2,-0.7,-2.2%,1.8,2.2%,-1.7%,-44.8*
O=C(NNC(=S)NC1CCCCC1)c1ccc2c(c1)OCO2,-8.3,-2.2%,-6.2,1.1,3.5%,-0.4,-5.7%,-1.1%,1.5
CCOC(=O)Cc1csc(N/C(=N/S(=O)(=O)c2ccc(Cl)cc2)c2ccccc2)n1,2.2,3.0%,-6.2,8.3,-5.4%,-2.7,-11.9%,-6.5%,4.0
COc1ccc(S(=O)(=O)N(CC(=O)Nc2ccccc2C(=O)N2CCOCC2)c2ccc(F)cc2)cc1,-2.3,-2.8%,2.3,-0.1,3.2%,-5.2,0.0%,-1.7%,-19.2
NC(=O)COC(=O)c1ccc(Oc2ccccc2)cc1,-11.6,4.0%,-5.8,5.3,-4.6%,-4.0,1.8%,1.6%,-16.2
Fc1ccccc1C1c2cccn2CCN1C(=S)Nc1cccc(Br)c1 (stereo not drawn),21.3,-2.4%,-3.2,15.0,-1.1%,-0.2,1.6%,0.9%,-0.2
COc1cc(C2CC(=O)N(c3ccc(C)c(Cl)c3)C3=C2C(=O)OC3)cc(OC)c1OC (stereo not drawn),7.6,-4.0%,-0.5,29.8,.,-7.7,.,.,4.1
Cc1nn(C)c(Cl)c1CN1CCCC(C(=O)Nc2ccc(-c3cscn3)cc2)C1 (stereo not drawn),-11.8,-1.0%,-3.0,6.0,-2.9%,2.7,-24.2%,1.0%,-5.6
Cc1ccc(CN(CC(=O)NCCc2ccccc2)C(=O)c2csnn2)cc1,.,0.5%,2.8,1.6,-4.0%,-3.5,-4.0%,-1.6%,-1.1
Cc1cc(S(=O)(=O)Nc2ccc3c(c2)COC3=O)ccc1F,-4.3,4.1%,-3.6,3.3,2.8%,-1.1,-15.3%,-0.8%,-5.3
Cc1cc(Cl)ccc1NC(=O)CCCn1nc(C)c2c(C)n(-c3ccccc3)nc2c1=O,7.2,4.3%,1.9,-1.5,-3.3%,-8.5,7.4%,-5.4%,-31.6*

# By substructure: the entries above with fluorine.
SMILES,D2 potentiator,RXFP1 agonist,D1 PAM,D1 agonist,GRP78 ERSR act,LDHA block,Vif-A3F inh,Vif-A3G inh,D1 antag
COc1ccc(S(=O)(=O)N(CC(=O)Nc2ccccc2C(=O)N2CCOCC2)c2ccc(F)cc2)cc1,-2.3,-2.8%,2.3,-0.1,3.2%,-5.2,0.0%,-1.7%,-19.2
Fc1ccccc1C1c2cccn2CCN1C(=S)Nc1cccc(Br)c1 (stereo not drawn),21.3,-2.4%,-3.2,15.0,-1.1%,-0.2,1.6%,0.9%,-0.2
Cc1cc(S(=O)(=O)Nc2ccc3c(c2)COC3=O)ccc1F,-4.3,4.1%,-3.6,3.3,2.8%,-1.1,-15.3%,-0.8%,-5.3

# Remaining list, next part.
SMILES,D2 potentiator,RXFP1 agonist,D1 PAM,D1 agonist,GRP78 ERSR act,LDHA block,Vif-A3F inh,Vif-A3G inh,D1 antag
O=C(Nc1ccc(Br)cc1)N1CCCCCCC1,3.9,0.8%,3.0,0.2,5.6%,-4.3,0.8%,-3.5%,-6.5
COCCn1c(-c2cc(OC)c(OC)c(OC)c2)nc2nc3ccccc3nc21,-4.2,-1.7%,-2.0,3.9,.,.,.,.,-3.9
Cn1c(SCC(=O)NC2CC2)nnc1C1CC1,-7.7,0.3%,-0.8,0.8,7.6%,-6.5,-5.1%,4.6%,-7.1
CCCN1CCCc2cc(CN(CCCN3CCOCC3)C(=O)Nc3ccc(CC)cc3)ccc21,0.4,1.7%,-6.0,-1.0,-4.7%,4.3,-2.7%,0.8%,3.5
O=C(COC(=O)C1CC2CCCC(C1)C2=O)NNC(=O)c1ccccc1Br (stereo not drawn),-2.9,3.2%,-2.8,2.4,-2.9%,-7.2,10.8%,0.4%,0.4
COc1ccccc1CCNC(=O)c1cc(-c2ccccn2)nc2ccc(Br)cc12,10.9,14.2%,-4.3,3.2,.,.,.,.,9.6
O=C1c2ccccc2C(=O)N1CCn1ccnc1,8.8,6.9%,-6.0,0.7,-3.3%,-5.4,-1.7%,0.0%,-14.6
O=C(NNC(=S)NCc1ccccc1)c1ccc(Br)o1,-3.3,-2.5%,-3.5,4.4,0.9%,2.2,?,-21.5%,0.4
CCOC(=O)C1=C(C)N=c2s/c(=C/c3cccc(OCC(=O)O)c3)c(=O)n2C1c1ccc(F)cc1 (stereo not drawn),.,0.0%,-3.5,1.8,.,.,.,.,11.8
Cc1ccc2onc(CC(=O)N3CCN(c4ccccc4)CC3)c2c1,-0.7,0.5%,-0.9,0.5,-3.4%,-3.1,-6.4%,-3.8%,-7.8
CCC(C(=O)Nc1ccc2[nH]ncc2c1)c1ccccc1 (stereo not drawn),1.9,0.8%,1.9,-2.2,-0.7%,6.1,5.4%,-2.1%,6.8
O=C(c1ccc2c(=O)n(-c3ccccc3)c(=O)[nH]c2c1)N1CCCCC1,4.5,1.1%,-5.3,2.9,-1.6%,-4.9,-12.0%,2.6%,-0.1
CCCCc1ccc(S(=O)(=O)Nc2cc(C)on2)cc1,-6.5,-0.4%,-1.8,2.7,-2.8%,-3.1,-10.3%,-3.4%,6.1
CC1CCCCN1S(=O)(=O)c1ccc(C(=O)Nc2nnc(-c3ccccc3Cl)o2)cc1 (stereo not drawn),15.6,-0.1%,-3.2,10.8,-9.2%,-0.8,-0.3%,3.0%,-8.6
CN(C(=O)c1ccc2nccnc2c1)C1CCCCC1,0.7,3.8%,0.9,0.7,0.8%,1.1,2.2%,-4.8%,-2.6
O=S(=O)(c1ccccc1)c1nc(NC2CC2)sc1Cl,-1.6,-3.0%,-1.9,7.6,2.6%,-4.5,-15.4%,1.6%,10.3
Cc1oc(-c2ccc(C(=O)NCCc3ccc(Cl)cc3)cc2)nc1CSc1ccccc1,-1.7,3.6%,0.7,31.9*,-0.6%,5.4,1.4%,0.6%,-0.1
Cc1ccn2cc(CNC(=O)c3ccc(Br)o3)nc2c1,-2.1,1.4%,-1.1,1.6,-2.4%,-0.7,4.4%,-0.1%,8.9
Cc1ccc(-c2nn(-c3ccccc3)cc2C2CC(c3ccccc3)=NN2C(=O)CCC(=O)O)cc1 (stereo not drawn),-16.6,-1.0%,-11.2,3.0,-5.2%,-6.4,-7.9%,-0.9%,8.0
Cn1ncc(Br)c1C(=O)NC1CCCC1,9.1,1.4%,-8.7,2.7,-0.7%,-2.3,3.2%,-5.9%,1.1
CCc1nc(Nc2cccc(F)c2)c2oc3ccccc3c2n1,-5.4,-0.4%,-8.8,3.4,-1.2%,-4.4,-13.9%,2.7%,5.0
Cn1c(N)c(C(=O)COC(=O)c2cc(C(F)(F)F)nc3ccccc23)c(=O)n(C)c1=O,5.1,1.2%,-4.4,0.6,.,.,.,.,13.2
CCOc1ccc(CNC(=O)CCc2cn(C)c3ccccc23)cc1,.,2.7%,6.5,-0.7,-2.5%,-13.2,1.2%,3.3%,-1.6
COc1ccccc1-n1cnnc1SCC(=O)NC1CCCCC1,-1.7,1.1%,-1.1,-0.1,-2.4%,-1.8,9.2%,6.7%,9.8
Cc1csc(NC(=O)c2nn(C)c(C)c2[N+](=O)[O-])n1,.,4.6%,0.3,1.7,5.7%,-0.7,2.6%,-5.4%,-12.3
Cc1cc(-n2ccnc2)n2c(nc3ccccc32)c1C#N,8.7,11.3%,-4.2,0.6,-1.3%,-4.1,?,-5.5%,2.6
CNC(=O)NC(=O)CSc1nnc(C(F)(F)F)n1C,3.4,0.4%,-1.6,-1.8,-4.3%,-7.8,1.3%,-0.1%,6.5
NS(=O)(=O)c1ccc(NC(=O)COc2ccc(Cl)cc2)cc1,-3.8,-2.4%,-4.4,4.0,-2.0%,-3.2,-3.0%,-2.0%,-1.8
CC1(C)CC(NCc2ccccc2)CCO1 (stereo not drawn),37.7*,-1.4%,-1.0,-0.6,0.5%,-2.5,3.0%,-0.8%,8.2
COc1cccc(C2=NOC(C(=O)Nc3cccnc3)C2)c1 (stereo not drawn),-1.0,-0.6%,4.2,8.8,-1.5%,-5.0,-2.2%,5.4%,-20.0
Cc1ccc(S(=O)(=O)N[C@H](C(=O)N2CCC3(O)CCCCC3C2)c2ccccc2)cc1 (stereo partly drawn),2.5,-0.2%,-1.0,-1.0,-1.9%,-6.7,0.6%,-1.9%,11.9
CC(C)c1ccc(CCNC(=O)CCNS(=O)(=O)c2ccc(Br)cc2)cc1,-15.4,0.7%,-0.6,0.9,-3.6%,-0.6,-18.5%,3.0%,7.6
CC(=O)c1nnn(-c2ccc(C)cc2Cl)c1C,-6.4,-1.6%,8.1,2.5,-2.7%,-2.1,-0.5%,-4.8%,21.8
COCCCNC(=S)NCCNc1nc2c(C)c(C)ccc2cc1C#N,-15.7,?,-6.9,0.7,-2.8%,-4.3,-6.3%,-2.8%,-1.7
N/C(=N\O)c1ccc([N+](=O)[O-])s1,3.8,-0.8%,-4.0,2.1,-3.2%,-1.9,-0.7%,3.1%,5.1
Nc1ccccc1S(=O)(=O)c1ccccc1N,20.4,2.1%,3.0,3.9,-1.9%,-2.2,-2.3%,0.3%,-3.1
